RMI FANCM FP – disruptors of RMI1/RMI2 association with MM2 peptide – biochemical, fluorescence polarization, human, primary screen. RMI core complex with F-MM2 peptide; active compounds read low. 70,000 tested, 0.58% active. FP signal (polarization) at 33 µM; in the data active means FP signal below about 40; further: inactives centre near 61; strong numbers were not always called active; unit not given here
Starred values were filed as active, the others as inactive; & = joins results of further samples. The list is partial (hit frequency here may not be typical).

The first four compounds, to show the layout:
SMILES	RMI FANCM FP
Cn1cc(C(=O)N2CCOCC2)cc(NC(=O)C2CCCCC2)c1=O	61
COc1ccc(-c2cc(=O)n(CC(=O)N3CCN(CCc4ccccc4)CC3)cn2)cc1	68
Cc1cc(NC(=O)c2ccccc2F)n(-c2nc(-c3cccs3)cs2)n1	78
C=Cc1ccc(COC(=O)c2nnn(-c3cccc(F)c3)c2C)cc1	66

The whole of this part, from the first entry:
SMILES	RMI FANCM FP
Cn1cc(C(=O)N2CCOCC2)cc(NC(=O)C2CCCCC2)c1=O	61
COc1ccc(-c2cc(=O)n(CC(=O)N3CCN(CCc4ccccc4)CC3)cn2)cc1	68
Cc1cc(NC(=O)c2ccccc2F)n(-c2nc(-c3cccs3)cs2)n1	78
C=Cc1ccc(COC(=O)c2nnn(-c3cccc(F)c3)c2C)cc1	66
Cc1ccc2cc(CCNC(=O)C(=O)c3cn(CC(=O)N4CCCC4)c4ccccc34)c(=O)[nH]c2c1C	58
CCCN(CCC)S(=O)(=O)c1ccc(C(=O)Oc2c(C)cccc2OC)cc1	56
N#CC(C#N)=C(N)/C(C#N)=C/c1ccc(O)cc1	152
O=C(NCCC1=CCCCC1)C(=O)NCC1CCN(Cc2ccccc2)CC1	73
O=C(Nc1nc(-c2ccc3c(c2)OCCO3)cs1)c1sc2ccccc2c1Cl	64
CC(NC(=O)c1cc([N+](=O)[O-])cc([N+](=O)[O-])c1)C12CC3CC(CC(C3)C1)C2 (centres undefined)	64
CN(c1c2c(nn1C)CCCC2)S(=O)(=O)c1ccc(Cl)cc1	53
Brc1ccc(-c2nnc3sc(CN4CCN(c5ccccc5)CC4)cn23)cc1	59
COC(=O)c1sc(N=NC(C(=O)Nc2cccnc2)=C(O)c2ccccc2)c(C(=O)OC)c1C	77
CS(=O)(=O)NCCc1csc(-c2cccc(F)c2)n1	57
COCCN1CCC(CNC(=O)C2CCCCC2)CC1	70
O=C(NCc1ccc(Cl)cc1)C1CCN(c2cnc3ccccc3n2)CC1	73
CC(C)(C)c1ccc(C(=O)N2CCN(Cc3ccccc3)CC2)cc1	60
O=C(c1cn(-c2ccccc2)nc1-c1cccs1)N1CCOCC1	55
O=C1CCC(=O)N1c1ccc(S(=O)(=O)Nc2ccccn2)cc1	62
N#C/C(=C\c1ccc(-c2ccc(Cl)cc2[N+](=O)[O-])o1)C(=O)O	59
COc1cccc(N2C(=O)N(CC(=O)NCc3ccccc3)c3ccccc3S2(=O)=O)c1	78
Cc1ccc(C)c(S(=O)(=O)NCC(=O)Nc2ccccc2F)c1	75
CCOC(=O)c1cnn(-c2ccccc2)c1NC(=O)CSc1nnc(-c2cccs2)o1	52
CCS(=O)(=O)c1ccc(C(=O)Nc2nnc(-c3ccnn3C)o2)cc1	69
COc1ccccc1CCNC(=O)CSc1ccc(NC(=O)c2ccccc2)nn1	67
NCCNc1c([N+](=O)[O-])cc(C(F)(F)F)cc1[N+](=O)[O-]	43
CC(=O)Nc1ccc2nc(NC(=O)c3ccc(Cl)s3)sc2c1	83
Cc1ccc(NC(=S)NC(=O)c2ccc(F)cc2)nc1	60
Cn1nccc1C(=O)Nc1nc(-c2ccc(Cl)c(Cl)c2)cs1	90
Cc1oc(-c2ccc(Cl)cc2)nc1COC(=O)c1nnn(-c2ccc(F)cc2)c1C	66
CCc1nnc(-c2ccc(NC(=O)c3ccc(S(=O)(=O)N(C)C)cc3)cc2)o1	76
O=C(Cc1ccccc1)NNC(=O)c1cccn(Cc2ccc(Cl)c(Cl)c2)c1=O	63
COc1cc(C(=O)Nc2ccc3c(=O)c4cccc(F)c4oc3c2)cc(OC)c1OC	80
Cc1cc(NC(=O)c2ccco2)n(-c2nc3ccc(F)cc3s2)n1	84
CC1CCCCN1S(=O)(=O)c1cc(Cl)ccc1Cl (centres undefined)	57
O=C(Cn1cnc(-c2ccccc2)cc1=O)N1CCc2ccccc21	71
N#Cc1cnn(-c2ccnc3cc(Cl)ccc23)c1N	55
CCOC(=O)N1CCN=C1SCc1ccc(Cl)c(Cl)c1	60
Cc1cc(C)cc(N2C(=O)C3N=NN(CC(=O)Nc4cccc(Cl)c4)C3C2=O)c1 (centres undefined)	58
COc1ccc(C)cc1Nc1nc(C(=O)N2CCN(c3ncccn3)CC2)cs1	63
Cc1cc(Oc2nc(NCCSC(C)(C)C)nc(Oc3cc(C)c(Cl)c(C)c3)n2)cc(C)c1Cl	53
O=C(O)CCSc1ccccc1C(=O)O	62
c1nc(NCCCN2CCOCC2)c2c3c(sc2n1)CCC3	73
COc1ccc2cc(Br)ccc2c1CC(=O)NCC1CCCO1 (centres undefined)	58
COC(=O)c1ccc(CN2CCN(CCN3C(=O)C4C5C=CC(C5)C4C3=O)CC2)cc1 (centres undefined)	58
O=C(NNC(=O)c1cc2cc(Cl)ccc2oc1=O)c1ccncc1	63
O=S(=O)(NCC1CCN(Cc2ccco2)CC1)c1cccs1	71
Oc1ccc2ccccc2c1-c1cc(-c2ccccc2)c2cc(Br)ccc2n1	54
NC(=O)C1CCN(c2oc(-c3ccco3)nc2S(=O)(=O)c2ccc(F)cc2)CC1	62
CCCCCn1c(O)c(C=C2C=NN=C2c2ccccc2)sc1=S	63
Later entries:
SMILES	RMI FANCM FP
CCOc1ccc2nc(NC(=O)c3ccc([N+](=O)[O-])cc3[N+](=O)[O-])sc2c1	63
Cc1cc(-c2nnc(SCC(=O)Nc3ccc(C(C)C)cc3)n2C)no1	54
O=C(Nc1nc2c(s1)COc1ccccc1-2)c1ccc(Br)s1	57
Cc1ccc(-n2nnc3c(=O)n(Cc4ccc(Cl)cc4Cl)cnc32)cc1C	60
COC(=O)c1ccc2c(=O)n(CCN3CCN(c4cccc(Cl)c4)CC3)c(=S)[nH]c2c1	66
O=C(Nc1ccc2c(c1)OCO2)N1CCN(Cc2nc(-c3cccs3)cs2)CC1	59
c1ccc(Oc2cccc3cccnc23)nc1	54
O=S(=O)(c1ccccc1)N1CCN(Cc2nc(-c3ccccc3)cs2)CC1	62
N#C/C(=C\c1ccc(OCc2ccccc2)c(OCc2ccccc2)c1)c1nc(-c2ccc3c(c2)OCO3)cs1	-12
Cc1ccccc1C(=O)NC(=S)Nc1ncccn1	57
C/C(=N/NC(=S)Nc1cccc(C(F)(F)F)c1)c1cc(Cl)cc(Cl)c1O	77
Cc1nc(-c2ccc(-c3csc(-c4cnccc4C(F)(F)F)n3)cc2)no1	52
O=c1c2ccccc2c2ccccc2c(=O)n1-c1cccc2ccccc12	63
O=C(CCn1c(=O)oc2ccc(Cl)cc21)N1CCN(C(=O)c2ccco2)CC1	65
Cc1nc(CCNC(=O)COc2ccccc2)cs1	61
CCOc1cc(-c2nnc(NC(=O)c3ccccc3)o2)cc(OCC)c1OCC	64
CCOc1ccccc1NC(=O)c1ccc(=O)[nH]n1	53
COC(=O)c1ccc(NC(=O)Cn2cnc3c(-c4ccc(Cl)cc4)csc3c2=O)cc1	132
O=C(Nc1cccc(Cl)c1)Nc1cccc(-c2ccc3nncn3n2)c1	72
CN(C)CCN1C(=O)C(=O)C(=C(O)c2ccc3c(c2)OCCO3)C1c1cccs1 (centres undefined)	57

Part of the list above, in markdown.
| SMILES | RMI FANCM FP |
| --- | --- |
| O=c1c2ccccc2c2ccccc2c(=O)n1-c1cccc2ccccc12 | 63 |
| O=C(CCn1c(=O)oc2ccc(Cl)cc21)N1CCN(C(=O)c2ccco2)CC1 | 65 |
| Cc1nc(CCNC(=O)COc2ccccc2)cs1 | 61 |
| CCOc1cc(-c2nnc(NC(=O)c3ccccc3)o2)cc(OCC)c1OCC | 64 |
| CCOc1ccccc1NC(=O)c1ccc(=O)[nH]n1 | 53 |

(next part)
SMILES	RMI FANCM FP
O=C(Nc1ccc([N+](=O)[O-])cc1)c1oc2ccccc2c1NC(=O)c1cc2ccccc2oc1=O	70
O=C(Nc1ccc(-c2nc3ccccc3[nH]2)cc1)c1ccc([N+](=O)[O-])s1	73
NS(=O)(=O)c1ccc(CCn2c3c(c(=S)[nH]c2=O)CCC3)cc1	65
O=C(CC1C(=O)NCCN1C(=O)c1c(F)cccc1Cl)Nc1cc(Cl)ccc1Cl (centres undefined)	60
COc1cc(S(=O)(=O)Nc2ccc(C(=O)O)cc2)c(C)cc1C	67
O=C(NCCOc1ccc(-c2ccc(F)cc2)nn1)c1ccc2ccccc2c1	53
CC(=O)c1ccc(NC(=O)CSc2ccc(-c3sc(-c4cccnc4)nc3C)nn2)cc1	105
C#CCn1c(=NC(=O)c2ccn(C)n2)sc2cc(CC)ccc21	91
COc1ccc(OC)c(-c2nnc(SCC(=O)Nc3ccc(OC(F)(F)F)cc3)o2)c1	90
Cc1cc(SCC(=O)NCc2ccco2)nc2ccccc12	72
O=C(NCCn1ncc2c(=O)n(Cc3ccc(Cl)cc3)cnc21)C1CC(=O)N(c2ccc(F)cc2)C1 (centres undefined)	65
O=S(=O)(NC1CCCCC1NCc1ccco1)c1ccc(Cl)cc1 (centres undefined)	61
COC(=O)c1ccc2c(=O)n(CC(=O)NCCc3ccc(S(N)(=O)=O)cc3)c(=S)[nH]c2c1	64
Cc1ccccc1NC(=S)NNc1ccc([N+](=O)[O-])cc1	52
CCOC(=O)C1=C(C)N2CCCN=C2S1	64
Cc1csc(SCc2cc(=O)c(OC(=O)c3ccc(Cl)c([N+](=O)[O-])c3)co2)n1	54
CC1(C)CC(=O)c2cc3c(N)c(C(=O)NCc4ccco4)sc3nc2C1	64
O=C(c1cc(O)c(O)c([N+](=O)[O-])c1)c1ccccc1F	56
O=C1CNC(=S)N1CCc1c[nH]c2ccccc12	64
Cc1ccc2nc(N(CCCN3CCOCC3)C(=O)C3CCCCC3)sc2c1	59
CC(C)[C@@H]1CC[C@@H](C)C[C@H]1O	54
O=C(c1ccc(F)cc1)C1CCN(C(=O)c2ccc(-c3cccs3)s2)CC1	62
Cc1cc(C)c(C#N)c(OC(=O)c2cccs2)n1	55
COc1ccc([C@@H]2CC(=O)c3c(O)cc(O[C@@H]4O[C@H](CO[C@@H]5O[C@@H](C)[C@H](O)[C@@H](O)[C@H]5O)[C@@H](O)[C@H](O)[C@H]4O)cc3O2)cc1O	62
CC(C)N=c1cc2n(-c3ccc(Cl)cc3)c3ccccc3nc-2cc1Nc1ccc(Cl)cc1	58&43
COc1ccc(-c2cc3ccc(OC(=O)c4ccc5c(c4)OCO5)cc3oc2=O)cc1OC	72
Cc1nccn1CC1CCc2c(c3ccccc3n2C)C1=O (centres undefined)	50&60&60
CCOC(=O)c1sc(NC(=O)C2CCCN2S(C)(=O)=O)c(C(=O)OCC)c1C (centres undefined)	66
CCOC(=O)c1c(-c2ccc(C)s2)csc1NC(=O)c1cccs1	71
COc1ccc(CC(=O)NCCn2ncc3c(=O)n(Cc4ccccc4F)cnc32)cc1OC	68

Fetched by structure from the entries so far (6):
SMILES	RMI FANCM FP
CCOC(=O)c1c(-c2ccc(C)s2)csc1NC(=O)c1cccs1	71
COc1ccc(CC(=O)NCCn2ncc3c(=O)n(Cc4ccccc4F)cnc32)cc1OC	68
CC(C)[C@@H]1CC[C@@H](C)C[C@H]1O	54
COc1ccc([C@@H]2CC(=O)c3c(O)cc(O[C@@H]4O[C@H](CO[C@@H]5O[C@@H](C)[C@H](O)[C@@H](O)[C@H]5O)[C@@H](O)[C@H](O)[C@H]4O)cc3O2)cc1O	62
O=C(c1ccc(F)cc1)C1CCN(C(=O)c2ccc(-c3cccs3)s2)CC1	62
Cc1cc(C)c(C#N)c(OC(=O)c2cccs2)n1	55

Next section
SMILES	RMI FANCM FP
Nc1nc(-c2cc(Cl)ccc2Cl)cs1	69
NS(=O)(=O)c1ccc(-n2ncc3c(=O)[nH]c(SCC(=O)Nc4nccs4)nc32)cc1	60
CN1CCN(Cc2ccc(NC(=O)Nc3cccc(Cl)c3)cc2)CC1	64
COc1ccc2nc(-c3ccc(OC)c(NC(=O)c4c(OC)cccc4OC)c3)cn2n1	72
CCS(=O)(=O)N1CCc2ccc(NC(=O)CCc3ccc(OC)cc3)cc2C1	61
CCCc1nc2ccccc2n1C(=O)CCC(=O)O	63
COc1ccc(Cl)cc1-n1c(N)c(C(=O)NCc2ccc(C)cc2)sc1=S	73
Cc1cccc(S(=O)(=O)Nc2ccc3c(c2)CCC(=O)N3C)c1	64
Cc1ccc(-c2ccc(=O)n(CCCC(=O)Nc3cccc(Cl)c3C)n2)cc1	69
Cc1onc(-c2ccccc2Cl)c1C(=O)Nc1cccc2nsnc12	57
COc1cc(NC(=O)N2CCCC(c3nnc(-c4cccs4)o3)C2)cc(OC)c1OC (centres undefined)	60
Cc1nc(NC(Cc2c[nH]c3ccccc23)C(=O)O)c2oc3ccccc3c2n1 (centres undefined)	56
Cc1ccc(/C=N\NC(=O)CCNC(=O)c2ccccc2)cc1	59
COc1ccc(NC(=O)CN2CCC(C(=O)N3CCc4ccccc43)CC2)c(OC)c1	76
C=CCN1C(=O)C(C)(C)COc2cc(NS(=O)(=O)c3ccc(F)cc3)ccc21	63
Cc1cc(NC(=O)c2ccc(Cl)cc2Cl)n(-c2nc(-c3cccs3)cs2)n1	133
CCc1ccc(C(=O)NCCN2CCN(c3ccc(F)cc3)CC2)cc1	64
COc1ccc(NC(=S)N=C(Nc2ccc(C)cc2)c2ccccc2)cc1	59
COc1ccc2nc(-c3ccc(NS(=O)(=O)c4cccc(C(F)(F)F)c4)cc3)cn2n1	69
COc1cc(C(=O)NCC2CCN(Cc3cccs3)CC2)cc(OC)c1OC	80
Cc1cccc(-n2ncc3c(=O)n4c(nc32)SCC4CC(=O)NCc2cccs2)c1 (centres undefined)	73
CC(C)Sc1n[nH]c(=O)n1-c1ccccc1	55
Cc1ccc(F)cc1NC(=O)CS(=O)(=O)c1ccc(Cl)s1	60
Cc1ccc(Cl)cc1NC(=O)c1cc(-c2ccc3c(c2)OCCO3)on1	80
Cc1ccc2c(c1)c1ncn(Cc3ccccc3)c(=O)c1n2CC(=O)Nc1ccc2c(c1)OCCO2	103
Cc1cc(OC(=O)CC2CCCC2)c([N+](=O)[O-])c(=O)[nH]1	57
CCc1ccccc1NC(=O)NCCOc1ccc2nnc(-c3cccc(F)c3)n2n1	69
Cc1ccc(S(=O)(=O)CCC(=O)Nc2cc(C)cc(C)c2)cc1	64
COc1cc(=O)n(-c2ccccc2C)nc1C(=O)Nc1nc2ccc([N+](=O)[O-])cc2s1	70
Cc1ccc(Cl)cc1NC(C#N)c1ccccc1 (centres undefined)	54
O=C(c1cc2ccccc2oc1=O)N1CCc2cc([N+](=O)[O-])ccc21	59
